a7 integrin act: activators of alpha7 integrin expression for muscular dystrophy; alpha7betagal myoblasts, beta-gal FDG fluorescence, 48 h; Potency, µM (highest dose often 38.3 µM), without a hit: at the top dose activation, actives largely listed as activators; 0.064% of 350,000 active;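 also: potency is read from the fitted curve at half-maximal effect; 100% = response of the positive control SU9516; nearly all actives have a fitted effect of over 60% in size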
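alpha7betagal+/- myoblasts (passage 13, 250/well) treated 48 h at 37C with compounds at 1:260 dilution of DMSO stock. Lysed, then beta-galactosidase activity read as FDG fluorescence (ex 480/em 540) after 30 min, with pre-read for autofluorescence.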
TCR act: T cell receptor activation. 330,000 tested, under 10 active. Potency, µM (series often up to 9.22 µM), for the others: at the top dose activation of IL-2 secretion, actives largely listed as activators. primary human leukocytes, anti-CD3, IL-2 HTRF, 48 h; also: % of control where 0% means no effect
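Primary human leukocytes were stimulated with a-CD3 beads plus compounds for 48 hr without co-stimulation; secreted IL-2 was quantified by HTRF using a-IL-2-K (europium cryptate) and a-IL-2-d2, excited at 320nm with acceptor emission read at 665nm.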
ASM inhibitor: blocks human secretory acid sphingomyelinase | P17405 | placental ASM, HMU-PC fluorogenic substrate, 60 min | Potency, µM (doses to about 57.5 µM), for the others: at the highest dose activity change, negative = inhibition, most hits filed as inhibitors | 0.006% of 340,000 active | AID 504937; also: potency is read from the fitted curve at half-maximal effect
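Human placenta-derived ASM preincubated with compound 10 min at room temperature, then reacted with 9 uM (final) fluorogenic HMU-PC substrate for 60 min at 37 C. Stop solution raises pH to 10; fluorescence read at Ex 386/Em 447 nm.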
PTAP TSG101 blk: blocks PTAP/TSG101 interaction to inhibit HIV-1 budding. Q99816. Fluorescence polarization, FITC-PTAP peptide / Tsg101 binding. Potency, µM (doses to about 115 µM), for inactives: top-dose activity change, negative = inhibition, hits mostly inhibitors. 340,000 tested, under 10 active. AID 493005; active = well fitted inhibition curve with a large enough effect in the main read-out, with a control signal flat, not every such curve was filed as active; inconclusive = small, poorly fitted or top-dose-only effect, or effect the other way, or a change in a side signal; inactive = no such curve, though single readings can be large or run the other way; also: potency is read from the fitted curve at half-maximal effect; % of control where 0% means no effect
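Steps: Tsg101 binding domain dispensed (10 uM final), compounds pinned in DMSO, FITC-labeled PTAP-motif peptide added (50 nM final); after 20 min binding at room temperature, polarization measured.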
TSHR antagonist: blocks TSH signaling through the human TSH receptor | P16473 | TSHR-expressing cells, TSH-stimulated cAMP HTRF, 2 h; hits give low values | activity change, negative = inhibition, % at 11.5 µM | 0.2% of 330,000 active | AID 504810;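 active = activity change below a set negative limit, meaning inhibition stronger than a set level, cut at about -70% in these data; inconclusive = activity change between two set negative limits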; also: % is scaled to controls: 0 for no effect and ±100 for the full control effect
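Cell-based HTRF cAMP assay; TSHR cells + compound, TSH EC80 (4nM final), 2 h, 37 deg C. Lysis with anti-cAMP cryptate and cAMP-d2, 30 min RT, read 665/620 nm.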
MBNL1-CUG inh: blocks human MBNL1 binding to CUG repeat RNA; TR-FRET MBNL1-His/biotin-(CUG)12 binding, 665/545 ratio; Potency, µM (titrated, usually from 57.5 µM), without a hit: at the highest dose activity change, negative = inhibition, actives largely listed as inhibitors; 0.036% of 280,000 active; AID 2675; active = well fitted inhibition curve with a large enough effect in the signal ratio, with a control signal flat, not every such curve was filed as active; inconclusive = small, poorly fitted or top-dose-only effect, or effect the other way, or a change in a side signal; inactive = no such curve, though single readings can be large or run the other way; the % refers to the signal ratio; also: potency is read from the fitted curve at half-maximal effect; % is scaled to controls: 0 for no effect and ±100 for the full control effect
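TR-FRET readout: Ex 340 nm, 665/545 nm emission ratio, normalized to buffer-only (basal) and MBNL1-(CUG)12 controls. Complex of MBNL1-His with Biotin-(CUG)12, compounds 92 nM–58 uM, incubated 60 min at room temperature.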
Mito fusion act: blocks mitochondrial division or promotes mitochondrial fusion | S. cerevisiae fusion-defective mutant growth rescue, CellTiterGlo 48 h | Potency, µM (titrated, usually from 46.1 µM), inactives show top-dose growth rescue (activation), hits mostly activators | 0.23% of 320,000 active;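 also: potency is read from the fitted curve at half-maximal effect; % of control where 0% means no effect; nearly all actives have a fitted effect of over 45% in size; temperature-sensitive fusion mutants such as fzo1-1 at 37 °C on non-fermentable ethanol glycerol medium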
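Read-out: ATP-based luminescence (CellTiterGlo, 10 min ambient) reporting growth of fusion-defective ts yeast after 48 hours at 37C on glycerol/ethanol YPEG medium in the presence of compound.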
Menin MLL FP TR: displaces Texas Red mutant MLL peptide from human menin; O00255; Menin + Texas Red MLL mutant peptide, fluorescence polarization; Potency, µM (highest dose often 61.6 µM), inactives show at the top dose FP activity change, negative = inhibition, most hits filed as inhibitors; 0.23% of 270,000 active; active = well fitted inhibition curve with a large enough effect in the polarisation, with a control signal flat, not every such curve was filed as active; inconclusive = small, poorly fitted or top-dose-only effect, or effect the other way, or a change in a side signal; inactive = no such curve, though single readings can be large or run the other way; the % refers to the polarisation; also: potency is read from the fitted curve at half-maximal effect; % of control where 0% means no effect; many of its hits are not listed in these tables
AT treatment: potential ataxia-telangiectasia treatments restoring KAP-1 phosphorylation; […] A-T fibroblasts, KAP-1 phosphorylation AlphaLISA; neocarzinostatin DNA damage 30 min before lysis; Potency, µM (series often up to 57.5 µM), for inactives: top-dose activation, actives largely listed as activators; 0.19% of 320,000 active; AID 485349; also: potency is read from the fitted curve at half-maximal effect; % of control where 0% means no effect; nearly all actives have a fitted effect of over 45% in size
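hTERT-immortalized A-T patient fibroblasts ([…]), 500 cells/well in OPTI-MEM, 1% FBS, got compounds for 60 min, then NCS for 30 min at 37C. Lysates were then assayed for phospho-KAP-1 by AlphaLISA (anti-pKAP1 donor, anti-KAP1 acceptor beads), 6 hr at 25C.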
CXXC DNA block: blocks binding of human MLL CXXC domain to DNA | 0.037% of 290,000 active | AID 2662 | Q03164 | MLL-CXXC / FITC-HOXA9 DNA fluorescence polarization | Potency, µM (doses to about 115 µM), inactives show top-dose activity change, negative = inhibition, hits mostly inhibitors; active = well fitted inhibition curve with a large enough effect in the polarisation, with a control signal flat, not every such curve was filed as active; inconclusive = small, poorly fitted or top-dose-only effect, or effect the other way, or a change in a side signal; inactive = no such curve, though single readings can be large or run the other way; the % refers to the polarisation; also: potency is read from the fitted curve at half-maximal effect
Target sequence (Q03164 whole entry, looked up, the tested form may be a part): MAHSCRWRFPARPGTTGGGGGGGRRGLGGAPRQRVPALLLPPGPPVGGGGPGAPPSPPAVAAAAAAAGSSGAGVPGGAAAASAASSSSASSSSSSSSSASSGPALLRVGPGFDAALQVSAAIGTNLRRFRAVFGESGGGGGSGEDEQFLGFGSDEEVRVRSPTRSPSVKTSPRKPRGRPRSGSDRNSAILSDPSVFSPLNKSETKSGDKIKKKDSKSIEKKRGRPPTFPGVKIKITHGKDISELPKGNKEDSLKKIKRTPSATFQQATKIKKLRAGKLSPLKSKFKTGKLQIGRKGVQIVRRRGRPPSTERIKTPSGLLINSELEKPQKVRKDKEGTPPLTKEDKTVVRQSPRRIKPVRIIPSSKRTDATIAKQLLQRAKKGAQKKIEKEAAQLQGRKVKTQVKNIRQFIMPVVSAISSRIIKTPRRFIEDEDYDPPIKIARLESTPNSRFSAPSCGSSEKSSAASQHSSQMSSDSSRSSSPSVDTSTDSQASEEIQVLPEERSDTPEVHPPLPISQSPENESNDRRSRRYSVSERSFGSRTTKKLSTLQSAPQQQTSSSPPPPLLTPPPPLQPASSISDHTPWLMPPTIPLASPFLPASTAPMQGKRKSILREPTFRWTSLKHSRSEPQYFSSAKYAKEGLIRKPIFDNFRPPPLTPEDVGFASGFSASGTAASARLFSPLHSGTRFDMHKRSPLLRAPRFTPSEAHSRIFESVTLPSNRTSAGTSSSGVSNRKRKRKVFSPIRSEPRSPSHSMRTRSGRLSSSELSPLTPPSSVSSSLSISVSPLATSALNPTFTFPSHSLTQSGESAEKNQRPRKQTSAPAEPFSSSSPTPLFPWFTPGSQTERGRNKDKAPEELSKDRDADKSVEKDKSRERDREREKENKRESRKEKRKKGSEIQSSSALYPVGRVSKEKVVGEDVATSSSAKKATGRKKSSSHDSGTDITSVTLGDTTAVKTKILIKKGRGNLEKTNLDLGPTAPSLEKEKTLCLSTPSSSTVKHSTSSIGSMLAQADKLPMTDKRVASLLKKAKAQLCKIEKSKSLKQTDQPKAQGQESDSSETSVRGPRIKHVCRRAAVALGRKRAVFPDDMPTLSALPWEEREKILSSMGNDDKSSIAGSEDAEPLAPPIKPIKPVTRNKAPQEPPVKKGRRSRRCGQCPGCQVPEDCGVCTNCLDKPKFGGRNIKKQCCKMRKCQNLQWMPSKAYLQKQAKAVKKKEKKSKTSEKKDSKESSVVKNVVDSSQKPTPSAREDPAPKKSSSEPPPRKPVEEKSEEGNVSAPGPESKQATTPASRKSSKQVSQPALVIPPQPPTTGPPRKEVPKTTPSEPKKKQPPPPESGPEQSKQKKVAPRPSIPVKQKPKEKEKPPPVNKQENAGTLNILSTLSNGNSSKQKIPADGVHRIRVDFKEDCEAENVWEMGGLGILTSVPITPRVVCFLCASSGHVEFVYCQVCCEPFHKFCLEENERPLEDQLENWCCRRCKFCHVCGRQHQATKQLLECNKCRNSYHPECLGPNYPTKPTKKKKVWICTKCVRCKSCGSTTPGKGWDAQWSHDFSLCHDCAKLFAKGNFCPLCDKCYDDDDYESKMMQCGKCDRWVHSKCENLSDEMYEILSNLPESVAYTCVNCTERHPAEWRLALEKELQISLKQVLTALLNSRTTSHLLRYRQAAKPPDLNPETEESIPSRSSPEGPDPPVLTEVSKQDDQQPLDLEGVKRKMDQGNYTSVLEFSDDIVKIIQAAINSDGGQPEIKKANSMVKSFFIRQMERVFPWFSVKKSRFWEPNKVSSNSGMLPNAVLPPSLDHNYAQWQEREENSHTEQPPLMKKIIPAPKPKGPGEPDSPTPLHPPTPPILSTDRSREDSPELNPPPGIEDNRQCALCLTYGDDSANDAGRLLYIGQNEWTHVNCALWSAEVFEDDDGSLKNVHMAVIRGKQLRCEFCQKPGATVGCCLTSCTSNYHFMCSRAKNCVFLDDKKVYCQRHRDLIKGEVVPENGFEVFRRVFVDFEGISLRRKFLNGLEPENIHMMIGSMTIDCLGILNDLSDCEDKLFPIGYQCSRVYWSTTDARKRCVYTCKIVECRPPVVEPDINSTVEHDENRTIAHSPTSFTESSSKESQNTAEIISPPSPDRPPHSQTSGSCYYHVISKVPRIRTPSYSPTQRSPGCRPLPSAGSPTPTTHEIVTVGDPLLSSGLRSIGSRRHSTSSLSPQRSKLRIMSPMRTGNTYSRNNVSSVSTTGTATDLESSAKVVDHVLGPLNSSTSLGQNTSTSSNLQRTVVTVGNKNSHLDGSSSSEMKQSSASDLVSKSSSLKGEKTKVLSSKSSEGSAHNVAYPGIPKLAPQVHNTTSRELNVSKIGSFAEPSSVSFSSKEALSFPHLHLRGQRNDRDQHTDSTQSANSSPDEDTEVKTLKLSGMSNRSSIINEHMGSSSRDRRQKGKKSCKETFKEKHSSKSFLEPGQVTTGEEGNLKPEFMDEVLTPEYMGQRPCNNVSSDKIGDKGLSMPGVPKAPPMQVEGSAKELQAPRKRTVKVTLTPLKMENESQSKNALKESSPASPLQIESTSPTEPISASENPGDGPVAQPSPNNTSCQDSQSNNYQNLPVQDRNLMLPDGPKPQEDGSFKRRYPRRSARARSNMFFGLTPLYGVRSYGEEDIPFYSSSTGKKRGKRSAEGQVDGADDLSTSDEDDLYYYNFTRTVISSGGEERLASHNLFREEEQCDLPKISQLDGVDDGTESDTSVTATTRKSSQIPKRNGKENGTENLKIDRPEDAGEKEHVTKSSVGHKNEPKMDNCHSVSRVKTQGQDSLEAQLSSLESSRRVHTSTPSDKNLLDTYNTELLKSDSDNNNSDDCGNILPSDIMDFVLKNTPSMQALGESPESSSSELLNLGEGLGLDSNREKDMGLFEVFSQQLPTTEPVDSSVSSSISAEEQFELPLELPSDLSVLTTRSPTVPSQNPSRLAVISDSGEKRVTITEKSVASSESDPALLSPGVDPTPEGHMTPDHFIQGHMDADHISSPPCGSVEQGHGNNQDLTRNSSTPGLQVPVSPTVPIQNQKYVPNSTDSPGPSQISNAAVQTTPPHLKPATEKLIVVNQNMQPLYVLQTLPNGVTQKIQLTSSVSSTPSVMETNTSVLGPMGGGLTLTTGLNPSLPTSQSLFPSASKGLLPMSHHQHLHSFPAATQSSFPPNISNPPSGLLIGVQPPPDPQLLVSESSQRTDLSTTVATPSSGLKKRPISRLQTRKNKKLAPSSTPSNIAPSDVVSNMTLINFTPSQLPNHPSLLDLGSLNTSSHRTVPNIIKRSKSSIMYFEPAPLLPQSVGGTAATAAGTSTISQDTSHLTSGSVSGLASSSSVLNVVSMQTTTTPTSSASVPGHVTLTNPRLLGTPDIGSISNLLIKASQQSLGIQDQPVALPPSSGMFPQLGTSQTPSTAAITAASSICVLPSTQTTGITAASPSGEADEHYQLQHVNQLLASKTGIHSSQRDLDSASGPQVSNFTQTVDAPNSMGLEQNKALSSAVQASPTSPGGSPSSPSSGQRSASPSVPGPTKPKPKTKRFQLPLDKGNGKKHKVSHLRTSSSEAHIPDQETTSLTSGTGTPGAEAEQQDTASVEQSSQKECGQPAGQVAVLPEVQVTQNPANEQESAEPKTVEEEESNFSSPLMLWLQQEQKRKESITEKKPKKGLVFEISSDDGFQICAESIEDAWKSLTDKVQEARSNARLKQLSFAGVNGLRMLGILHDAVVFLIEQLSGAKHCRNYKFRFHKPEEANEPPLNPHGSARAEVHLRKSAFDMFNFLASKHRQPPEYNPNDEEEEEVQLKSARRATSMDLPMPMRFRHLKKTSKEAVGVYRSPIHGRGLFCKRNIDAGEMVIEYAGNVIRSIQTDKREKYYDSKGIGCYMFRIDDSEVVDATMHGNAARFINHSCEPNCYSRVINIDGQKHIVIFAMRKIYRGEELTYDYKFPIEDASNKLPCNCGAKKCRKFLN
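Purified MLL-CXXC (added from a 7 uM solution) was preincubated 5 min at ambient with pinned compounds in 50 mM Tris-HCl pH 7.5, 50 mM NaCl, 1 mM DTT, 0.05% BSA. Fluorescein-labeled HOX-A9 DNA (50 nM solution) followed, 30 min, then polarization read.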
Starred values were filed as active, the others as inactive; ? = inconclusive; . = no result given; [ ] = dose if it differs, or a comment. Unless noted, calls follow the shape of the dose curve; as a rule, active = well fitted curve in the direction sought with a large enough effect; inconclusive = small, poorly fitted or top-dose-only effect, or another doubt; inactive = no such curve, though single readings can be large; an effect the other way counts as inactive or inconclusive. Some of the compounds tested; count on the stated rates, not on these rows.

SMILES	a7 integrin act	TCR act	ASM inhibitor	PTAP TSG101 blk	TSHR antagonist	MBNL1-CUG inh	Mito fusion act	Menin MLL FP TR	AT treatment	CXXC DNA block
COc1ccc(C(=O)Oc2cc(/C=N/NS(=O)(=O)c3ccc(C)cc3)ccc2OC)cc1	-11%	3%	-10%	-6%	-4	-6%	-2%	?	-10%	-3%
Cc1ccc(C(=O)N(CC(=O)NC2CCCCC2)c2ccccc2C)s1	28%	-1%	1%	-6%	-13	0%	8%	?	-2%	-7%
CCN(CC)Cc1cc(NC2=NS(=O)(=O)c3ccccc32)ccc1OC(=O)c1ccccc1	2%	0%[46.1 µM]	-2%	-2%	0	-5%[11.5 µM]	-9%	1%	4%	3%
COc1ccc(CC(=O)Nc2cc(S(C)(=O)=O)ccc2Cl)cc1S(=O)(=O)N1CCOCC1	-16%	0%	3%	-3%	.	.	.	.	.	.
Oc1oc(-c2ccco2)nc1C=Nc1ccccc1	-8%	-6%	-2%	-2%	-2	?	3%	21%	3%	8%
CC(C)COc1ccc(C(=O)NC(=S)Nc2ccc(CN3CCOCC3)cc2)cc1	15%	0%[46.1 µM]	-1%	0%	9	-6%	1%	-12%	9%	8%
CC(=O)Nc1ccc(S(=O)(=O)N(C)CC(=O)OC(C)C(=O)NC2CCCCC2)cc1 (stereo not drawn)	7%	-3%	2%	1%	2	.	0%	.	3%	.
Cc1cc(C)nc(N2CCN(c3nnnn3-c3ccccc3)CC2)n1	11%	6%	1%	-4%	7	-3%	8%	-16%	-4%	6%
CN(CC(=O)Nc1ccc(N2CCOCC2)cc1)CC(=O)Nc1ccc(C(F)(F)F)cc1	?	5%	-2%	3%	3	2%	0%	19%	-2%	-2%
CCCCC(=O)Nc1c(O)c2ccccc2[nH]c1=O	-14%	0%	0%	-1%	7	-8%	3%	22%	24%	4%
COc1ccc(O[C@H]2C=C[C@@H](c3ccccc3)O[C@@H]2COC(=O)CCC(C)=NO[C@@H]2O[C@H](COC(C)=O)[C@@H](OC(C)=O)[C@H](OC(C)=O)[C@H]2OC(C)=O)cc1	.	.	.	.	0	7%	2%	2%	4%	5%
Cc1cccc(NC(=S)c2nc3ccccc3s2)c1	-15%	2%	-11%	1%	-6	1%	-8%	?	14%	-1%
Cc1ccc(S(=O)(=O)N[C@H](C(=O)N2CCC(C(=O)NCC(=O)O)CC2)C(C)C)cc1	16%	-5%	5%	-3%	-6	-1%	0%	0%	1%	0%
CCOC(=O)c1ccc(Nc2cc(C)nc3ncnn23)cc1	9%[7.66 µM]	-3%	3%	-4%	15	-7%	-4%	0%	14%	-3%
Cc1ccc(CNC(=O)CSc2nnc3c(n2)[nH]c2ccc(F)cc23)cc1	-16%	8%	-2%	0%	5	-5%	?	.	13%	6%
Nc1cccc2c1C(=O)N(Cc1cccc(Cl)c1)C2=O	0%	-2%	412%[activator]	-1%	-14	9%	0%[9.22 µM]	4%	25%	-20%
O=c1c([N+](=O)[O-])c[nH]c2ccccc12	15%	0%[46.1 µM]	-5%	-3%	19	?	5%	2%	0%	7%
CNC(=O)COC(=O)/C=C/c1c(C)nn(-c2ccccc2)c1C	37%	0%[46.1 µM]	3%	-3%	0	4%	-1%	-9%	0%	-13%
CC(=O)OC[C@H]1COc2ccc3ccccc3c2[C@H]1N(C)C(C)=O	-4%	.	-3%	-2%	16	4%	1%	-18%	4%	-1%
Cc1cc(C(=O)N=Nc2c(O)n(C(C)C)c3ccccc23)n[nH]1	0%	-2%	-4%	-4%	6	?	0%	44%[activator]	1%	16%
CCc1ccc2oc(=O)cc(CN3CCCCC3)c2c1	-12%	-4%	-1%	-6%	-5	0%	0%	-16%	-9%	26%
CCc1cc(C)cc(OCCNC(=O)c2cncc(Br)c2)c1	3%	-4%	-2%	-3%	2	11%	-3%	4%	.	-4%
O=C(Nc1ccc(C(=O)N2CCN(c3ccccn3)CC2)cc1)c1ccc(Br)o1	-25%	-3%	14%	0%	-9	.	-1%	.	13%	.
O=C(c1ccco1)N1CCN(C(=O)c2ccc(CS(=O)c3cccc(Cl)c3)o2)CC1 (stereo not drawn)	17%	-1%	-1%	-2%	-15	0%	-1%	.	-1%	23%
COc1ccccc1N(CC(=O)NCc1ccco1)S(C)(=O)=O	17%	-2%	-2%	-3%	-7	-4%	-4%	2%	0%	-15%
COc1ccccc1CNC(=O)COC(=O)c1cccc(-n2cnnn2)c1	44%	5%	2%	-3%	2	.	3%	.	4%	.
O=C(Cn1ncc(Cl)c(Cl)c1=O)N1CCN(S(=O)(=O)c2ccc3ccccc3c2)CC1	-64%[inhibitor]	5%[46.1 µM]	-7%	-8%	-79*	.	-3%	4%	-6%	-3%
CC(=O)NC(c1ccccc1)c1nc2ccccc2[nH]1 (stereo not drawn)	7%	11%	-2%	1%	-3	2%	-1%	0%	0%	2%
O=C(NCc1ccc2c(c1)OCO2)c1c(O)nc2sccn2c1=O	2%	0%	-1%	-5%	-7	.	-9%	.	0%	.
CN(Cc1ccccc1)C(=O)c1cc(S(=O)(=O)N2CCOCC2)cn1C	-9%	-4%	-3%	-3%	-1	-8%	0%	-18%	2%	.
Cc1cccc(NC(=O)C(=O)C2C(=O)Nc3ccccc32)c1 (stereo not drawn)	5%	16%	4%	-12%	23	.	-9%	.	-11%	-10%
Cc1noc(C)c1C(=O)N1CCN(c2cccc(Cl)c2)CC1	-16%	0%	3%	-7%	1	-7%	-16%	-8%	1%	1%
Cc1ccc(S(=O)(=O)NCCNC(C)c2ccc(Br)cc2)cc1 (stereo not drawn)	-1%	-4%	3%	0%	3	.	13%	.	8%	.
CCNc1nc(NCC)n2c(SCC(=O)Nc3ccccc3OC(F)F)nnc2n1	22%	2%	5%	-3%	-5	.	.	.	4%	.
CCOc1ccc(N(CC(=O)NCc2ccc(F)cc2)C(=O)c2ccco2)cc1	44%	2%	1%	-4%	11	-5%	8%	-15%	-1%	32%[activator]
COc1ccc(-c2cc(C3CCN(CC(O)C(F)(F)F)CC3)[nH]n2)cc1 (stereo not drawn)	3%	-3%	2%	0%	-6	2%	-16%	-4%	-4%	6%
Cc1ccc(NC(=O)/C(Cl)=C\c2ccccc2)cc1	23%	8%	8%	0%	-3	?	0%	?	-3%	-13%
O=C(CCNS(=O)(=O)c1ccc2c(c1)CCC(=O)N2)Nc1ccc2c(c1)OCCO2	9%	0%	3%	-6%	-1	-9%	0%	7%	-1%	-2%
NC1=NC(c2ccccc2)N=C(Nc2ccccc2)N1 (stereo not drawn)	.	.	.	.	6	-2%	-6%	2%	-2%	-2%
COc1ccc(CNC(=O)COC(=O)c2nc3nc(C)cc(C)n3n2)cc1	26%	0%	-2%	1%	15	.	-4%	.	-2%	.
COc1ccc(C(=O)c2cnc[nH]2)cc1	-21%	11%	-6%	-1%	-2	0%	1%	.	4%	-4%
COc1ccc(C(=O)N2CCOC23CCN(c2ncccn2)CC3)cc1	-7%	1%	6%	-3%	13	0%	0%	-7%	-4%	-3%
CCCCN(C(=O)c1ccc(S(=O)(=O)N(C)C)cc1)c1nc2ccccc2s1	4%	11%	-1%	-2%	0	.	-1%	14%	2%	7%
CC(c1ccco1)N(C(=O)Nc1ccc(Cl)cc1)c1ccccn1 (stereo not drawn)	20%	0%	-1%	-6%	-24	2%	1%	4%	2%	3%
O=C(O)CCc1nn2c3ccccc3nc2n(Cc2ccccc2)c1=O	-2%	-60%	-1%	-1%	2	-17%	-6%	8%	-4%	-4%
Cc1c(C(=O)N/N=C/c2cccnc2)sc(=S)n1C	13%	6%[46.1 µM]	4%	0%	-2	?	-1%	8%	1%	6%
OCC1(Cc2ccccc2C(F)(F)F)CCN(Cc2cccc3cnccc23)CC1	5%	-6%	1%	-1%	-1	10%	6%	-15%	-5%	1%
O=C(Nc1ccc(Br)cc1)C1CC(O)CN1C(=O)Oc1ccccc1 (stereo not drawn)	0%	-1%	-1%	-2%	2	-4%	-5%	?	14%	6%
COc1cc(S(=O)(=O)N(Cc2ccc(C)cc2)C2CCCCC2)ccc1-n1cnnn1	23%	-1%	-22%	-7%	-5	0%	-12%	1%	?	3%
CCN1CCCC1CNC(=O)C(=O)Nc1ccccc1OC (stereo not drawn)	-2%	-4%	0%	-7%	11	-13%	-7%	0%	-1%	-2%

Assay outcomes: PubChem, National Center for Advancing Translational Sciences (NCATS)
